Dyrk1A ADPGlo = rat Dyrk1A kinase inhibitors, primary screen, biochemical, single point, plate reader | ADP-Glo luminescence, NFATc1 peptide | AID 504441, 2011 | hit rate 0.43% among 310,000 | inhibition, % at 12.5 µM; in the data active = inhibition above about 50%;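 note: plate controls were vehicle with enzyme for no effect and no enzyme for full effect; many of its hits are not listed in these tables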
AI-2 QS modul = Vibrio harveyi AI-2 quorum sensing modulators, primary screen, JMH597 strain, luminescence/OD600 ratio; Vibrio harveyi JMH597 AI-2 luminescence/OD600 ratio, 9 h; hits give low values; strain lacks LuxN and CqsS sensors; 0 = neutral-control median; activity change, % at 7.5 µM; hit rate 0.4% among 300,000; in the data active = activity change below about -75%, passing the limit was not always enough; inconclusive = no clear call, values can overlap the other calls;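 note: luminescence divided by OD600 gain over 9 h not by final OD600 alone; inactives centre near 13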
Platelet DG rel = inhibitors of platelet dense granule secretion, primary screen, cell-based, MLPCN, human platelets; human platelet-rich plasma, SFLLRN dense granule ATP release, luminescence; AID 1663, 2009; inhibition, %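 (compounds screened at 7.5 µM in platelet-rich plasma)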; hit rate 0.22% among 300,000;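 active = mean replicate score, as percent of positive control, at or above 50; inconclusive = mean below 50 but at least one replicate at or above 50; inactive = mean and every replicate below 50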
GSK3 alpha inh = blockers of GSK3A enzyme activity – biochemical, luminescence, cell-free homogeneous, HTS, primary screen. Glycogen synthase kinase-3 alpha (Homo sapiens), P49840. GSK-3 alpha kinase, ADP-Glo luminescence, 60 min. inhibition, % at 10 µM. hit rate 0.1% among 320,000. AID 2650, 2010;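 in the data active = inhibition above about 50%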;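 note: GST-tagged GSK-3 alpha with peptide substrate and 25 µM ATP; 0% = DMSO neutral wells and 100% = GW8510 positive control wells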
Target sequence (P49840 whole entry, looked up): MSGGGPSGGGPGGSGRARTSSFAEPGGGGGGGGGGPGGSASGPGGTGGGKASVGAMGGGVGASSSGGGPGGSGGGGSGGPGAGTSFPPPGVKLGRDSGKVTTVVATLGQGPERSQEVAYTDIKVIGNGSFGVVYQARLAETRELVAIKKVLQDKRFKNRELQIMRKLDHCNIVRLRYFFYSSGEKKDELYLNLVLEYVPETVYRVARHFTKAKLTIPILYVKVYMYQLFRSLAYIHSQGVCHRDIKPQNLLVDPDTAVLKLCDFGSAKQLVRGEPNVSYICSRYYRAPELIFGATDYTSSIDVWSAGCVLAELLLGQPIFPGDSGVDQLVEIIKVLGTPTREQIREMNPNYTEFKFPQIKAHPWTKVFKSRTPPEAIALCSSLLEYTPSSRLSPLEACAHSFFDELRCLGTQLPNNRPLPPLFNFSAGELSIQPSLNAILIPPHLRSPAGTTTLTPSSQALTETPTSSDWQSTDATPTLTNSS
GSK3B inh = human GSK3beta kinase inhibitors, primary screen, biochemical, cell-free homogeneous, HTS; activity score (negative = inhibition), % at 10 µM; AID 2097, 2009; GST-GSK3beta kinase, ADP-Glo luminescence, 60 min; hits give low values; Glycogen synthase kinase-3 beta (Homo sapiens), P49841; hit rate 0.038% among 300,000;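 active = more than half of replicate wells score below -50%, meaning over 50% inhibition versus plate controls; inconclusive = some replicates but at most half score below -50%; inactive = no replicate scores below -50%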;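 note: 0% = median DMSO wells and -100% = median GW8510 positive control wells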
Target sequence (P49841 whole entry, looked up): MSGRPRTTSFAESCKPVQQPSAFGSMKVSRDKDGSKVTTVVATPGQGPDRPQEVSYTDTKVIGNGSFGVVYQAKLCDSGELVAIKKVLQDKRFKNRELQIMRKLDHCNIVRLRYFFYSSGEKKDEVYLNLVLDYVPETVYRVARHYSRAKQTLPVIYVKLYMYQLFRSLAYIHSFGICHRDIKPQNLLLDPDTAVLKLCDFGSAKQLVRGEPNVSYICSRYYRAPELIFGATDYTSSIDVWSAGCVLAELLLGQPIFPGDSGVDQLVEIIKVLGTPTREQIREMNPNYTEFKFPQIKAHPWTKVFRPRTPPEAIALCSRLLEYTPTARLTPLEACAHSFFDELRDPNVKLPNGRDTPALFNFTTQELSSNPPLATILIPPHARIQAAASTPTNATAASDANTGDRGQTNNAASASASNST
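Assay system: GST-tagged human GSK3beta kinase, cell-free; Input: 1.6 ng GSK3beta; Medium: Tris/MgCl2 kinase buffer; Timing: 60 min enzyme reaction, room temperature; Signal: ADP-Glo luminescence quantifying ADP generated by kinase; Evaluation: score relative to plate controls; Benchmarks: DMSO neutral wells and GW8510 at 20 µM as positive.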
HSF-1 act = HSF-1 activators, primary screen, NIH3T3-HGL cells, MG132 stress, luminescence, single point. NIH3T3-HGL HSF-1 luciferase reporter, 8 h; 100% = twice DMSO control signal. activation, % at 9 µM. hit rate 1.7% among 300,000;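 active = mean replicate activation of at least 50% with a set share of replicates each reaching 50%; inconclusive = only one of those two conditions met; inactive = mean below 50% and too few replicates reaching it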;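 note: 0% = median of the neutral control wells and 100% = twice that signal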
HSF1 inh = HSF1 inhibitors in luciferase reporter cells, primary screen, cell-based, NIH3T3, luminescence | NIH3T3-HGL HSE-luciferase, MG132-induced, luminescence 8 h; hits give low values | activity change, negative = inhibition, % at 7.5 µM (by protocol) | hit rate 0.77% among 300,000 | AID 2098, 2009;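 active = more than half of replicate wells show activity change below -50%, luminescence cut by over half; inconclusive = some wells, but at most half, below -50%; inactive = no replicate well below -50%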;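 note: luciferase reports HSF-1 transcriptional activity via heat shock element; 0% = median of DMSO wells and -100% = zero luminescence signal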
PolyA inhibitor = polyadenylation inhibitors in yeast reporter cells, primary screen, luminescence, S. cerevisiae; S. cerevisiae SKY197-pL101 polyadenylation reporter, beta-gal luminescence; efflux-impaired pdr1/pdr3 knockout yeast; score 100 = 6 SD above DMSO; hit rate 0.02% among 300,000; calls only at 12 µM;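 active = lowest replicate activity score at least 50, where 100 means six control SD above control mean; inconclusive = lowest score under 50 but half or more replicates reach 50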;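 note: yeast exposed to compound for 9 h at 30 °C; higher score means more reporter readthrough which indicates perturbed polyadenylation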
HDAC3 inhib = HDAC3 deacetylase inhibitors, primary screen, biochemical, fluorescence, cell-free homogeneous | recombinant HDAC3, fluorogenic peptide/trypsin coupled | Histone deacetylase 3 (Homo sapiens), O15379 | hit rate 0.15% among 320,000 | inhibition, % at 8.3 µM; in the data active = inhibition above about 26%, passing the limit was not always enough; inconclusive = no clear call, values can overlap the other calls
HSP90 refold inh = HSP90 inhibitors, primary screen, cell lysate, luminescence. Rabbit reticulocyte lysate, luciferase refolding luminescence, 3 h. inhibition, % at 5.6 µM. hit rate 0.91% among 290,000. AID 1789, 2009;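 active = inhibition above the screen-wide mean plus 3 SD, computed separately per campaign, cut at about 16% in these data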;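 note: 0% = DMSO wells and 100% = 60 µM geldanamycin wells; inhibitors lower the luminescence because luciferase stays unfolded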
Starred values were filed as active, the others as inactive; i = inactive; ? = inconclusive; . = no result given. Some of the compounds tested; rates above refer to the full screens.

Every second line gives: Dyrk1A ADPGlo, AI-2 QS modul, Platelet DG rel, GSK3 alpha inh, GSK3B inh, HSF-1 act, HSF1 inh, PolyA inhibitor, HDAC3 inhib, HSP90 refold inh
- C=CCn1c(SCC(=O)NCCc2ccccc2)nc2c([nH]c3ccccc32)c1=O
→ ., 2, 13, 1, -4, -9, 2, i, -7, -3
- CN(C1CCCCC1)S(=O)(=O)c1ccc(NC(=O)Cn2nc(-c3ccc(F)cc3)ccc2=O)cc1
→ -2, 15, 1, -2, 2, 18, 0, i, -9, -2
- O=C1CCC(C(=O)N2CCC(CO)(Cc3ccc(Cl)cc3)CC2)=NN1
→ -2, 12, 2, -6, -1, -2, 6, i, 0, -2
- O=C(Nc1ccc(S(=O)(=O)Nc2ncccn2)cc1)c1ccc(N2CCCC2=O)cc1
→ -6, 20, 0, -3, 0, 7, -1, i, 4, 2
- COC(=O)c1ccccc1NC(=O)CSc1ccc(C)cc1
→ -3, 0, -2, -35, -1, 31, 12, i, -5, -3
- CN1CCN(C(=S)Nc2ccccc2Cl)CC1
→ 2, 12, -2, -2, 2, -5, -8, i, -1, 2
- NC(=O)NC(Cc1ccccc1)C(=O)NCC1(N2CCCCC2)CCCCC1 (centres undefined)
→ -6, 9, -2, -1, 0, 0, -1, i, 8, 0
- CN1CCN(C(=O)c2ccc(CS(=O)(=O)c3c(Cl)cccc3Cl)o2)CC1
→ -8, 14, -1, -4, 0, -9, -2, i, 11, -2
- CCS(=O)(=O)c1ccc2c(c1)N(S(=O)(=O)c1ccc(OC)cc1)CC(C(=O)O)O2 (centres undefined)
→ -2, 19, 4, -2, -2, -15, 1, i, 0, 2
- CCc1ccccc1NC(=S)N(CCCN1CCN(C)CC1)Cc1cccs1
→ -3, 5, 5, -1, 0, -12, -8, i, -2, -2
- COc1ccc(OC)c(/C=N/Nc2nncn2/N=C/c2cc(OC)ccc2OC)c1
→ 3, 17, 19, -2, -2, 81*, 38, i, -9, 42*
- Cc1ccc(N=C2C(=O)Nc3ccc(C)c(Br)c32)cc1
→ 3, 53, 4, 0, 0, -40, -20, i, -2, 3
- O=C(COc1ccccc1)Nc1ccc(S(=O)(=O)Nc2ncccn2)cc1
→ 4, 4, 1, -1, -2, -6, -7, i, -10, 2
- O=C1CC(=C(c2ccccc2)c2ccccc2)C(=O)N1CCCCN1CCN(c2cccc(Cl)c2)CC1
→ -3, 39, -1, -3, -1, -12, -1, i, -2, 3
- CCCCc1ccc(S(=O)(=O)NCCc2ccncc2)cc1
→ 1, 9, -3, 0, 0, 16, -3, i, 2, 1
- Cc1[nH]n(-c2ccccc2)c(=O)c1/C=N/NC(=O)c1cccc(F)c1
→ 10, 22, -4, -1, -5, 11, -7, i, 2, -4
- C=CCNC(=O)c1cc2c(=O)n3ccccc3nc2s1
→ 5, 2, 7, -5, 3, 14, 18, i, -29, -2
- COc1cccc(CNC(=O)CN(C)S(=O)(=O)c2cnc[nH]2)c1
→ 4, 14, -4, -4, 5, -4, -4, i, -5, 1
- O=C(O)c1c2c(nc3ccc(Cl)cc13)CCC2
→ 12, 7, 3, -2, 1, 1, -2, i, 3, 4
- NC(=O)c1ccc(OCC(F)(F)F)nc1
→ ., 12, 0, -2, -5, -2, 0, i, -1, 0
- C/C(=N\NC(=O)CNc1cccc(C)c1)c1ccc(Br)s1
→ 0, 9, -34, 0, -3, 20, 5, i, 6, -2
- CCNC(=S)Nc1c(C)n(C)n(-c2ccccc2)c1=O
→ 3, 8, -4, -2, 1, -10, -7, i, -3, 4
- CN(C)/C=C/C(=O)C(F)(F)F
→ ., 9, -6, -1, -1, 2, 1, i, 6, -1
- O=C(Cn1cnc2c(nnn2-c2ccccc2)c1=O)NCc1ccc(F)cc1
→ -4, 10, 5, -1, 3, 9, 2, i, -7, 1
- O=C(COC(=O)c1ccccc1[N+](=O)[O-])NNC(=O)c1cccs1
→ -5, 45, 2, 0, 1, 7, -5, i, 3, 3
- CCN(CC)c1ccc(/C=C2\NC(=O)NC2=O)cc1
→ 3, 22, -12, 2, 4, 14, 1, i, -5, 0
- CN(C)S(=O)(=O)c1ccc(NC(=O)c2cc(F)c(F)cc2Cl)cc1
→ -2, -25, 2, -1, 0, -18, 2, i, 4, 2
- CCCc1cc(=O)[nH]c(SCC(=O)Nc2ccc(C)cc2)n1
→ 1, 9, 3, 2, 3, 33, 18, i, 4, 0
- O=C(NC1CCCCCCC1)c1ccccc1O
→ 0, 29, 28, 2, -1, 1, 6, i, -4, 4
- Cc1cccc(N/N=C(\C(N)=O)C2=NC(C)(C)Cc3ccccc32)c1
→ 43, 20, 10, 1, -7, -14, -11, i, 12, -5

Molecules from the list above that have a thiophene ring, fused or not:
Every second line gives: Dyrk1A ADPGlo, AI-2 QS modul, Platelet DG rel, GSK3 alpha inh, GSK3B inh, HSF-1 act, HSF1 inh, PolyA inhibitor, HDAC3 inhib, HSP90 refold inh
- CCc1ccccc1NC(=S)N(CCCN1CCN(C)CC1)Cc1cccs1
→ -3, 5, 5, -1, 0, -12, -8, i, -2, -2
- C=CCNC(=O)c1cc2c(=O)n3ccccc3nc2s1
→ 5, 2, 7, -5, 3, 14, 18, i, -29, -2
- C/C(=N\NC(=O)CNc1cccc(C)c1)c1ccc(Br)s1
→ 0, 9, -34, 0, -3, 20, 5, i, 6, -2
- O=C(COC(=O)c1ccccc1[N+](=O)[O-])NNC(=O)c1cccs1
→ -5, 45, 2, 0, 1, 7, -5, i, 3, 3

Continuation.
SMILES	Dyrk1A ADPGlo	AI-2 QS modul	Platelet DG rel	GSK3 alpha inh	GSK3B inh	HSF-1 act	HSF1 inh	PolyA inhibitor	HDAC3 inhib	HSP90 refold inh
Cc1ccc(S(=O)(=O)CCC(=O)OCC(=O)Nc2cc(C)on2)cc1	3	25	-1	0	3	4	-2	i	0	3
COc1ccc2[nH]c(C)c(CCNC(=S)Nc3cc(C)ccc3C)c2c1	2	17	13	0	-2	16	0	i	5	-1
Cc1cc(C)c(OCC(O)CNC(C)(C)C)c(C)c1 (centres undefined)	5	14	3	.	-6	4	6	i	2	1
Cc1cc(=O)n2[nH]cnc2n1	-1	26	2	-2	-1	11	-6	i	1	8
O=C(c1cc(-c2cccc(Cl)c2)on1)N1CCCC1	-1	17	-23	-4	2	8	2	i	0	2
O=C(c1cc(-n2cnnc2)ccc1Cl)N1CCN(c2nc(-c3ccccc3)cs2)CC1	-11	17	-2	-1	0	-12	7	i	0	0
CSc1sc(-c2n[nH]c(=S)n2C)c2c1C=CCC2	2	13	-21	-1	2	-2	4	i	34*	2
O=c1[nH]c2ccc(Cl)cc2c(O)c1-c1ccccc1	-1	19	1	-10	3	9	-10	i	-23	2
COc1ccc(Br)cc1CN(C)CC(=O)Nc1ccccc1Cl	0	9	11	-1	1	48	16	i	4	1
CNC(=S)N1CCN(c2cccc(OC)c2)CC1	-6	7	9	-1	-2	30	6	i	0	-4
COc1cc(/C=N/NC(=O)Cn2nnc3ccccc32)ccc1O	2	-87*	1	.	-6	15	2	i	6	-2
COc1ccc(NC(=O)c2cc(C)on2)cc1OC	-3	12	-1	0	-3	3	-4	i	?	3
COc1cc(C(=O)NCC2(c3ccccc3)CCCC2)cc(OC)c1OC	.	-4	4	0	2	-1	0	i	1	-1
Cc1c(NC(=S)N/N=C/c2ccc(N(C)C)cc2)c(=O)n(-c2ccccc2)n1C	-1	5	-41	0	3	1	3	i	-13	-1
COCCNC(=S)Nc1ccc2nc(N3CCN(C)CC3)cc(C)c2c1	-6	5	-5	-1	-7	2	0	i	-3	1
CCCCNC(=O)N(O)C1N(/N=C/c2cccs2)C(=S)SC1(C)C (centres undefined)	12	8	18	-1	2	1	6	i	2	3
CC1=C(C(=O)NCc2ccccc2)C(c2cccs2)n2ncnc2N1 (centres undefined)	2	27	0	-2	-2	-15	-4	i	-2	3

Record cards (already shown). Order of values: Dyrk1A ADPGlo	AI-2 QS modul	Platelet DG rel	GSK3 alpha inh	GSK3B inh	HSF-1 act	HSF1 inh	PolyA inhibitor	HDAC3 inhib	HSP90 refold inh
Listed for COc1ccc(Br)cc1CN(C)CC(=O)Nc1ccccc1Cl → 0	9	11	-1	1	48	16	i	4	1
Listed for O=c1[nH]c2ccc(Cl)cc2c(O)c1-c1ccccc1 → -1	19	1	-10	3	9	-10	i	-23	2
